Source: PubChem (several laboratories)
GLD-1 TGE inh = GLD-1-TGE RNA interaction inhibition (C. elegans). Q17339. purified GLD-1 + fluorescein TGE RNA, fluorescence polarization. inhibition, % at 5.96 µM. 320,000 compounds, 0.44% hits. AID 2280;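 active means percent inhibition above a per-plate cutoff, the plate mean of test compounds plus 3 SD, cut at about 30% in these data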;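 further: 0% = DMSO wells with GLD-1 and probe and 100% = wells lacking GLD-1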
Target sequence (Q17339 whole entry, looked up): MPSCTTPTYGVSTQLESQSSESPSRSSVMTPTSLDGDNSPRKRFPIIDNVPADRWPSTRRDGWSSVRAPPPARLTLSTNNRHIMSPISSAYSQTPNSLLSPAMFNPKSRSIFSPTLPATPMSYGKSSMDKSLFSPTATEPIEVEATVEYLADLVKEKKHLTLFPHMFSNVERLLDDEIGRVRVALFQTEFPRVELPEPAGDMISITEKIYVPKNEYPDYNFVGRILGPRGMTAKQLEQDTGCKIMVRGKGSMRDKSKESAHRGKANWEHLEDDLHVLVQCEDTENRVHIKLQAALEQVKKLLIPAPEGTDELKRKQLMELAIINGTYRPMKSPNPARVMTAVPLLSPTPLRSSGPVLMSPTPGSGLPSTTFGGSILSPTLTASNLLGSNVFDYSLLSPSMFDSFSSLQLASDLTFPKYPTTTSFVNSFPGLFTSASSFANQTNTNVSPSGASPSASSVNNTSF
MEX-5 binding = C. elegans MEX-5 TCR-2 RNA binding activity | Q9XUB2 | activity score (negative = inhibition of binding), % at 10 µM | MEX-5/FITC-TCR2 RNA binding, fluorescence polarization; hits give low values | 300,000 compounds, 0.38% hits;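 active means inhibition past about -25% in most replicates, and total fluorescence under double the plate's negative control median, limit read from the data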;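 further: 0% = DMSO and -100% = 5 µM competing unlabeled TCR2 RNA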
Target sequence (Q9XUB2 whole entry, looked up): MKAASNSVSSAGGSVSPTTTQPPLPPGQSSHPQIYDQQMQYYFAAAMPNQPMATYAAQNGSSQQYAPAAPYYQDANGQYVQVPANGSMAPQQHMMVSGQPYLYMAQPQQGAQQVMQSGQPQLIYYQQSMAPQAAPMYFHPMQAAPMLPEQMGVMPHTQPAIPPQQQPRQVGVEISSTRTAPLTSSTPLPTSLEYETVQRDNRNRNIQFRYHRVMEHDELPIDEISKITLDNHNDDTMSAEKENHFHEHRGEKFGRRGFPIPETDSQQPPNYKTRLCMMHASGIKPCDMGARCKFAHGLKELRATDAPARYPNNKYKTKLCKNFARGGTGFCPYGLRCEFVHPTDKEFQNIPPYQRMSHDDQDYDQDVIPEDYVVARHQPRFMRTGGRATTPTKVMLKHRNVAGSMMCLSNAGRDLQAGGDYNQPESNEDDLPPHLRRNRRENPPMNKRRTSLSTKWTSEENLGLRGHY
GRK2 aptamer HTS = human GRK2 inhibition via aptamer displacement; P25098; bead flow cytometry, FAM-aptamer displacement from GRK2; inhibition of aptamer binding, % at 10 µM; 330,000 compounds, 0.59% hits;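 active means inhibition of aptamer binding above 40%, roughly 3 SD of noise, on plates passing a quality check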;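 further: median bead fluorescence of bound FAM aptamer so fluorescent compounds give negative values; no value below 0 was filed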
BCLXL inh = blocks human Bcl-xL binding to Bim BH3 peptide; Q07817; GST-Bcl-xL / FITC-Bim BH3 peptide fluorescence polarization; inhibition, % at 10.9 µM; 320,000 compounds, 0.7% hits; AID 2129;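 active means inhibition above the mean of all tested compounds plus 3 SD, cutoff set per campaign, cut at about 30% in these data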;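 further: 0% = DMSO wells and 100% = unlabeled Bim-BH3 peptide competitor; inhibitors lower millipolarization by displacing the labeled peptide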
Fam108B inh = counter-screen for RBBP9 inhibitors: inhibitors of mouse Fam108B; 300,000 compounds, 0.33% hits; inhibition, % at 9.51 µM; recombinant Fam108B, FP-Rh probe fluorescence polarization;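 active means inhibition above the screen mean inhibition plus 3 SD, computed separately per campaign, cut at about 18% in these data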;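 further: inhibitors lower polarization as less probe binds the enzyme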
VLA-4 inh = inhibition in a human VLA-4 binding assay; VLA-4 expressing cells, ligand binding flow cytometry; inhibition, % (about 7 µM as worked out from the volumes in the protocol); 330,000 compounds, 0.2% hits; AID 2557; in the data active means inhibition above about 50%
Efflux pump inh = antifungal efflux pump inhibition, Nile Red retention | AID 485275 | S. cerevisiae Candida pump triplex | 330,000 compounds, 0.44% hits | inhibition, % at 10 µM;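 active means plate passing quality check with inhibition over a set limit, or well fluorescence over plate mean plus 4 SD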;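 further: Nile Red retained in pooled yeast measured as flow cytometry median fluorescence; 0% = buffer negative control and 100% = Enniatin B positive control; higher means more Nile Red kept so more efflux inhibition; some compounds called inactive have numbers as strong as hits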
MCL1 BIM primary = MCL1-BIM-BH3 interaction inhibition (human); GST-MCL1 / FITC-Bim-BH3 fluorescence polarization; AID 2057; 320,000 compounds, 0.68% hits; inhibition, % at 10.9 µM;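 active means inhibition above the mean inhibition of all tested compounds plus 3 SD, set per campaign, cut at about 40% in these data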;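 further: 0% = DMSO wells and 100% = unlabeled Bim-BH3 peptide control; higher means more loss of mP so more displacement of Bim peptide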
PME-1 primary = PME-1 (human) inhibition. recombinant PME-1, FP-Rh probe fluorescence polarization. inhibition, % at 5.9 µM. 320,000 compounds, 0.53% hits;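 active means inhibition above the campaign mean of all compounds plus 3 SD, cut at about 26% in these data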;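 further: competitive labeling of PME-1 active site by serine hydrolase directed probe; 0% = PME-1 with DMSO and 100% = wells lacking PME-1 enzyme; inhibitors block probe labeling so polarization falls and inhibition rises; many of its hits are not listed in these tables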
* hit, by the source's call; nt = no result given. This is a subset (hit frequency here may not be typical).

SMILES	GLD-1 TGE inh	MEX-5 binding	GRK2 aptamer HTS	BCLXL inh	Fam108B inh	VLA-4 inh	Efflux pump inh	MCL1 BIM primary	PME-1 primary
CCOC(=O)N1CCN(C(=O)c2cnsn2)CC1	-3.3	1.2	6.0	5.4	-0.5	0.2	-0.1	4.2	-5.8
O=C(Cc1ccccc1Cl)NCCCn1ccnc1	5.8	0.1	0.0	6.9	-5.5	12.5	0.1	7.0	-5.0
Cc1nn(C(C)C(=O)NCc2ccccc2Cl)c(=O)c2c1sc1ccccc12 (stereo unspecified)	3.0	-1.4	0.0	1.3	-5.7	1.1	0.4	1.5	-1.7
C=CCc1cc(Cl)ccc1OCCNCCN1CCOCC1	3.0	-0.6	0.0	4.2	-0.4	0.1	0.0	0.0	1.8
C/C(=N/NC(=O)c1cc(C)[nH]n1)c1ccco1	5.2	-3.1	0.0	2.7	-0.6	-2.0	-0.1	5.3	1.5
O=C(CN1C(=O)S/C(=C\C=C\c2ccccc2)C1=O)Nc1ccccc1C(=O)O	2.5	-4.8	0.0	13.3	-8.1	0.3	-0.2	18.4	-9.2
CCO[C@@H]1OC(C(=O)N2CCOCC2)=C[C@H](C2CC2)[C@H]1CCCO	-0.6	2.0	nt	2.6	3.5	nt	nt	3.5	2.2
CCOC(=O)c1c(-c2cccc3ccccc23)csc1NC(=O)C1C2CCC(O2)C1C(=O)O (stereo unspecified)	4.9	4.6	1.0	5.0	-1.4	nt	0.0	3.8	-4.7
CCn1c(SCC(=O)OC)nnc1-c1ccccc1	0.2	-0.2	10.0	-0.4	4.7	-0.4	0.0	-3.7	-4.9
COc1ccc(Cl)cc1C(=O)NCCc1ccc(S(=O)(=O)NC(=O)NC2CCCCC2)cc1	-2.9	3.3	3.0	-1.2	0.2	11.3	-0.1	3.3	1.4
O=C(Nc1cnn(Cc2ccc(F)cc2)c1)C(c1ccccc1)c1ccccc1	-0.6	-0.7	3.0	2.8	-3.6	1.5	1.2	0.2	-7.9
CN(Cc1nc(-c2ccc(C(F)(F)F)cc2)no1)C1CCOCC1	4.2	-0.9	3.0	-1.7	3.7	-0.5	-0.1	-7.9	-3.3
O=C(O)c1cccnc1SCc1cccc(Cl)c1	0.1	-0.8	0.0	-1.1	0.1	0.7	0.1	-9.3	-3.5
COc1ccc(C(C)NC(=O)C23CC4CC(CC(C4)C2)C3)cc1OC (stereo unspecified)	1.9	3.8	0.0	-1.5	-2.7	-6.8	-0.1	0.4	0.1
Cc1ccc(S(=O)(=O)N2CCCC2C(=O)n2nc(C)cc2C)cc1 (stereo unspecified)	1.4	1.1	0.0	2.0	-6.2	9.5	0.6	7.7	0.6
O=C(Cn1nc(C(=O)O)c2ccccc2c1=O)NCc1ccco1	-3.5	-1.2	2.0	-1.6	-2.5	-6.8	0.4	-14.9	0.7
COc1ccc(NC(=S)Nc2ccc(S(=O)(=O)N3CCOCC3)cc2)c(OC)c1	4.8	0.6	0.0	3.7	-1.0	3.1	0.2	10.2	4.9
COc1ccc(N(CC(=O)N2CCN(c3cc(C)ccc3C)CC2)S(=O)(=O)c2c(C)noc2C)cc1	-4.1	0.4	3.0	-2.3	-1.2	6.3	-0.1	1.3	-1.8
O=C(Cc1ccc(S(=O)(=O)N2CCOCC2)s1)N(Cc1ccccc1)c1ccccc1	6.7	-1.4	1.0	5.0	0.9	0.5	0.0	2.0	-1.8
O=C(/C=C/c1ccco1)N1CCN(c2ccccc2)CC1	3.3	0.2	0.0	0.3	-1.9	7.8	-0.1	10.6	1.5
COc1ccc(OCc2nnc(SCC(=O)NC3CC4CCC3C4)o2)cc1 (stereo unspecified)	-0.1	1.8	3.0	3.9	2.6	11.2	0.1	-3.0	-2.7
CN(C)c1ccc(C(=S)N2CCOCC2)cc1	-3.4	nt	0.0	5.6	-5.5	0.0	0.0	9.3	-5.5
C=CCN(CC=C)Cc1c(C)[nH]c2c(C)c(C)ccc2c1=O	-1.4	0.6	0.0	5.1	0.5	-1.0	0.2	0.0	2.1
Cc1cc(C)nc(N/N=C/c2cccc([N+](=O)[O-])c2)n1	4.6	-0.4	0.0	1.6	-1.0	9.1	-0.2	-1.4	-7.3
CCOc1ncccc1C(=O)OCC(=O)NCc1ccc2c(c1)OCO2	1.2	1.2	0.0	3.0	-1.6	16.0	0.0	2.1	-3.9
COc1ccc(-n2c(Cc3cccn3C)nnc2SCC(=O)Nc2cccc(F)c2)cc1	3.9	8.8	1.0	-2.9	-4.7	-20.7	-0.1	2.6	-6.7
CC(=O)Nc1ccc(OC(F)(F)Cl)cc1	-1.5	-1.1	0.0	-0.8	-0.4	0.0	0.1	5.6	-2.6
CC(NC(=O)c1cccc(S(=O)(=O)N(C)C)c1)c1nc2ccccc2[nH]1 (stereo unspecified)	3.7	-1.1	1.0	10.5	-0.8	8.1	-0.2	14.5	-0.1
c1ccc(CSc2ncnc3ccccc23)cc1	2.8	0.1	0.0	6.6	2.1	-6.0	0.0	0.5	-0.2
C[C@H](C(O)c1ccccc1)N(C)C(=O)CN (stereo partly specified)	-11.3	-1.2	0.0	2.9	5.2	-3.4	-0.2	2.4	2.0

As entered above:
In MEX-5 binding, COc1ccc(OCc2nnc(SCC(=O)NC3CC4CCC3C4)o2)cc1 (stereo unspecified) has the entry 1.8
In BCLXL inh, Cc1cc(C)nc(N/N=C/c2cccc([N+](=O)[O-])c2)n1 has the entry 1.6

Remaining list, next part:
SMILES	GLD-1 TGE inh	MEX-5 binding	GRK2 aptamer HTS	BCLXL inh	Fam108B inh	VLA-4 inh	Efflux pump inh	MCL1 BIM primary	PME-1 primary
Cc1ccc(C(=O)N/C(=C\c2ccc(-c3ccccc3[N+](=O)[O-])o2)C(=O)NCCCN(C)C)cc1	51.3*	-26.6*	0.0	75.9*	5.8	0.0	-0.3	79.7*	8.3
CC(=O)Nc1ccc(NC(=O)Cn2c(=O)n(-c3ccc(C)cc3)c(=O)c3oc4ccccc4c32)cc1	-1.7	1.3	0.0	4.6	-2.5	3.8	-0.1	6.7	-14.5
COC(=O)CCc1nc2c(C#N)c(-c3ccc(Cl)cc3)ccn2n1	-1.6	3.5	0.0	7.1	5.3	-6.0	0.0	1.8	-5.5
CC(NC(=O)c1ccco1)C(=O)N1CCCCC1 (stereo unspecified)	13.8	-2.9	2.0	15.1	1.1	8.6	-0.1	15.6	-2.3
O=C(Oc1ccc(Cl)c2cccnc12)c1cccnc1	3.9	-0.1	1.0	2.3	5.8	5.3	0.0	9.2	10.6
CCCc1ccc(OC(=O)c2ccc(O)cc2Cl)cc1	12.9	-0.3	0.0	3.0	4.4	-6.6	0.0	4.0	-6.3
CC1(C)CC(=O)C=C(Nc2ccccc2N)C1	2.9	2.0	0.0	0.3	-4.4	8.8	0.0	-3.7	-1.5
CN(NC1OC(=O)c2ccccc21)c1ncc(C(F)(F)F)cc1Cl (stereo unspecified)	4.7	-0.9	0.0	-3.9	0.0	-6.2	0.0	-6.0	7.8
N#Cc1cccc(NC(=O)NCCc2c[nH]c3ccccc23)c1	8.9	1.1	3.0	5.7	-5.0	3.4	0.0	2.4	1.2
CC1(OC(=O)CCc2ccccc2)C(=O)C=C2C=C(c3ccc(C#N)cc3)N(C3CCCCC3)C=C2C1=O (stereo unspecified)	15.2	-2.7	7.0	19.9	3.9	-11.1	0.1	21.1	0.3
CCOC(=O)N1CCN(C(=O)c2cn(CC)c3ccc(S(=O)(=O)N4CCOCC4)cc3c2=O)CC1	5.1	-2.3	0.0	3.0	0.3	1.7	-0.1	6.0	4.9
Brc1ccc(-c2noc(COc3ccc4c(c3)CCC4)n2)o1	3.6	-0.2	1.0	3.7	-1.6	2.7	-0.2	11.7	-3.8
CCC(C)(C)NC(=O)C(c1ccco1)N(C(=O)c1csnn1)c1cccc(F)c1 (stereo unspecified)	0.1	-1.7	0.0	5.4	4.2	25.7	-0.1	12.6	-0.2
COC(=O)C1=C(C(=O)OC)[C@@H]2N(C)c3ccc(OC)cc3[C@@]23C[C@@H](C(=O)OC)N(C(=O)c2cccs2)C3=N1	-5.7	0.5	0.0	1.9	1.1	-9.0	-0.2	-8.2	-0.8
CCCCN(C)Cc1cc(=O)oc2cc3c(cc12)CCCC3	1.0	-1.9	1.0	2.1	1.4	8.0	-0.1	0.1	3.4
S=C1NCN(Cc2ccco2)CN1Cc1ccco1	0.0	nt	1.0	9.9	-0.6	15.0	0.0	4.4	6.9
OCCOc1ccc(CN2CCCC(N3CCN(c4ccc(F)cc4)CC3)C2)cc1 (stereo unspecified)	5.4	1.1	2.0	4.5	1.2	2.0	0.0	12.9	-2.5
CCn1c(-c2ccccc2)c(C(=O)CC#N)c2ccccc21	1.8	0.7	3.0	0.2	8.1	0.4	0.1	-0.2	0.5
O=C(CN1CCCC1)N/N=C/c1c(O)ccc2ccccc12	-12.5	4.3	0.0	1.6	6.2	-7.2	-0.1	-1.7	6.8
O=C(Nc1ccc2c(c1)OCO2)C1CCCN(c2nc3ccccc3s2)C1 (stereo unspecified)	2.6	-0.7	0.0	7.1	0.7	3.5	0.6	-0.9	5.9
O=C(NCC(=O)N(c1ccc(F)cc1)C(C(=O)NC1CCCCC1)c1ccncc1)c1ccco1 (stereo unspecified)	2.8	1.1	0.0	7.4	1.7	5.5	-0.1	4.9	3.2
CCOC(=O)c1ccccc1-c1cn2cc(Cl)ccc2n1	6.3	0.2	1.0	8.9	-0.1	8.4	-0.2	9.2	1.6
O=C(CCN1C(=O)COc2ccccc21)NCc1ccco1	2.8	-2.1	2.0	9.7	-4.3	-11.6	0.0	6.2	-1.0
CCCN1CCC(NC(=O)CC2C(=O)NCCN2Cc2cccc(OC)c2)CC1 (stereo unspecified)	1.9	1.3	0.0	4.6	2.7	1.0	-0.1	3.6	3.0
CC(C)NC(=O)N(C)C[C@@H]1Oc2ccc(NC(=O)Nc3ccc(C(F)(F)F)cc3)cc2CC(=O)N([C@H](C)CO)C[C@@H]1C	-4.0	nt	0.0	nt	nt	15.9	-0.1	nt	nt
O=C(CN1CCN(Cc2ccccc2)CC1)N=Nc1c(O)[nH]c2ccccc12	-0.6	-0.7	0.0	-1.5	0.3	-2.6	-0.2	-4.5	-3.7
COc1cc(Nc2c3ccccc3nc3ccccc23)cc(OC)c1OC	5.6	-0.4	0.0	5.6	0.2	-2.5	0.1	8.4	-3.3
COc1ccc(/C=C\C(=O)c2c(O)ccc3c(C)cc(=O)oc23)cc1OC	4.7	1.8	0.0	5.1	1.1	11.6	0.4	14.4	5.3
COc1ccc(C)cc1NC(=O)CSCc1ccccc1C	12.6	-0.4	4.0	1.0	-0.2	-2.3	0.1	6.3	-6.7
O=[N+]([O-])c1ccccc1CNc1ccc(F)c(Cl)c1	3.1	1.4	0.0	5.6	-1.2	1.3	-0.2	2.7	1.3
CS(=O)(=O)N(CC(=O)N1CCCCCC1)c1cccc(F)c1	-7.6	2.3	1.0	5.0	-1.8	33.6	0.0	-2.9	-8.7
CN(C)c1ccc(/C=N/NC(=O)CNC(=O)c2ccc3c(c2)OCCO3)cc1	0.5	0.5	2.0	7.6	2.7	4.5	0.0	9.4	3.5
Oc1ccc2ccccc2c1CNc1ccc(Br)cc1	-2.5	-0.9	0.0	5.2	-1.4	3.5	0.1	6.7	-4.2
COC(=O)C1=C(C)N(C)C(=O)NC1c1ccc([N+](=O)[O-])o1 (stereo unspecified)	-1.9	-1.3	0.0	-1.9	-2.3	8.5	-0.1	-7.3	1.2
